Compound activity: PubChem BioAssay, several laboratories
SRC2 TRFRET art: TR-FRET signal artefacts, primary screen, artefact control for PPARgamma SRC-2 agonist project, biochemical; TR-FRET ratio at 8 µM; actives 0.4% (n = 200,000); AID 1049, 2008; TR-FRET artefact counter-screen; active compounds read high; in the data active = TR-FRET ratio above about 2000; also: inactives centre near 1500
PPARg SRC2 recr: agonists of PPARg-SRC-2 recruitment, primary screen, biochemical, HTS | Peroxisome proliferator-activated receptor gamma (Homo sapiens), P37231 | PPARgamma LBD-SRC-2 recruitment | activation, % at 8 µM | actives 0.34% (n = 200,000) | AID 1032, 2008; in the data active = activation above about 22%;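 also: 0% = vehicle and 100% = reference agonist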
PPARg SRC-3 ag: PPARgamma agonists recruiting SRC-3 coactivator, primary screen, biochemical | actives 0.26% (n = 200,000) | activation, % at 8 µM | biochemical PPARgamma/SRC-3 coactivator recruitment assay; in the data active = activation above about 23%;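 also: 0% = DMSO and 100% = reference agonist; some compounds past the cut are filed as inactive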
PPARg SRC-1 ag: PPARgamma agonists recruiting SRC-1 coactivator, primary screen, biochemical; PPARgamma-SRC-1 coactivator recruitment biochemical assay; actives 0.41% (n = 200,000); activation, % at 8 µM; Peroxisome proliferator-activated receptor gamma (Homo sapiens), P37231; in the data active = activation above about 19%;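 also: 0% = DMSO and 100% = reference agonist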
S1P3 antag: S1P3 receptor antagonists, primary screen, cell-based; Sphingosine 1-phosphate receptor 3 (Homo sapiens), Q99500; CHO S1P3 NFAT-BLA reporter, FRET fluorescence, antagonist mode; inhibition, % at 4.98 µM; actives 0.27% (n = 170,000); AID 485, 2006;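 active = inhibition above the plate cutoff, the mean inhibition of test wells on that plate plus 3 SD, cut at about 28% in these data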;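 also: cells challenged with S1P at its EC80 of 0.8 µM; blue over green emission ratio from cleaved BLA substrate after 4 h stimulation; 0% = S1P-stimulated wells and 100% = unstimulated DMSO-only wells; some compounds past the cut are filed as inactive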
Target sequence (Q99500 whole entry, looked up): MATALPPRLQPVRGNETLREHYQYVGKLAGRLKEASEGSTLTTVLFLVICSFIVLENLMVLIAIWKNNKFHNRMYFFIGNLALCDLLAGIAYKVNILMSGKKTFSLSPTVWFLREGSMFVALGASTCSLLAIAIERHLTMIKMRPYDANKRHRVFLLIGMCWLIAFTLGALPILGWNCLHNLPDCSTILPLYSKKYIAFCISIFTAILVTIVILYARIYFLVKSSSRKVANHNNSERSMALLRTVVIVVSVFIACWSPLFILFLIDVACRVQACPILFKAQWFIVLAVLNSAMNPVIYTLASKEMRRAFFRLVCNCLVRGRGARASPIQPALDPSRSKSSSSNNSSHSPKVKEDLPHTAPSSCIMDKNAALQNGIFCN
Diaphorase act: compounds boosting diaphorase resazurin reduction – biochemical, uHTS, resorufin fluorescence, counter-screen for diaphorase-coupled primary assays, primary screen; Diaphorase/resazurin coupled assay, 16 min; active compounds read high; 1 = vehicle wells, 0 = NADH-free wells; activation factor at 20 µM; actives 0.005% (n = 190,000);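 active = diaphorase activity raised at least twofold by the compound at 20 µM; inactive = activation factor below 2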
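Material: purified diaphorase enzyme from Clostridium kluyveri / Medium: HEPES pH 7.4 buffer with MgCl2 and Tween 20 / Schedule: enzyme reaction of 16 min at room temperature / Measured by: resorufin fluorescence, excitation 544 nm, emission 590 nm / Evaluation: rise in resorufin formation, marking diaphorase activation or chemical reduction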
PMI act satM6P: human PMI activators, high substrate, primary screen, biochemical, fluorescence intensity, near-saturating mannose 6-phosphate; Mannose-6-phosphate isomerase (Homo sapiens), P34949; coupled PMI enzyme assay, resazurin fluorescence, 20 min; active compounds read high; 1 = untreated enzyme, 0 = substrate-free blank; activation factor at 20 µM; actives 0.34% (n = 190,000);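 active = activation factor of 2 or more at 20 µM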
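Technique: Diaphorase-driven resazurin-to-resorufin fluorescence, excitation 544, emission 590 nm | Assay system: Human PMI in coupled enzyme assay | Times: Enzyme reaction with compound 20 min at room temperature | Medium: HEPES-buffered pH 7.4 with magnesium and detergent | Reagent: Mannose-6-phosphate 1.0 mM (near-saturating) plus 0.22 mM NADP+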
PMI activator: activators of human PMI, primary screen, biochemical, fluorescence intensity, near-Km mannose 6-phosphate | actives 0.005% (n = 190,000) | purified human PMI, coupled resazurin fluorescence, 20 min; active compounds read high; 1 = vehicle control, 0 substrate-free wells | AID 1214, 2008 | activation factor at 20 µM;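 active = activation factor of 2 or more at 20 µM, relative to plate controls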
G6PDH counter: L. mesenteroides G6PDH inhibitors, counter-screen for G6PDH-coupled screening assays, biochemical, Leuconostoc mesenteroides enzyme | actives 0.12% (n = 200,000) | inhibition, % at 5 µM | Purified L. mesenteroides G6PDH, diaphorase/resazurin coupled fluorescence, 45 min; in the data active = inhibition above about 50%
Diaph inh CS: diaphorase inhibitors and chemical oxidizers, primary screen, counter-screen for diaphorase-coupled primary assays, biochemical, uHTS, resorufin fluorescence; diaphorase resazurin-to-resorufin fluorescence, NADH, 16 min; bacterial (C. kluyveri) enzyme, not human; actives 0.69% (n = 190,000); inhibition, % at 20 µM; AID 1217, 2008;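 active = primary screen inhibition at 20 µM above a set limit, cut at about 50% in these data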;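 also: plate controls were DMSO with full reaction for no effect and wells lacking NADH for full effect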
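Benchmarks: positive control wells lacking NADH, neutral wells with DMSO only. System: bacterial diaphorase enzyme (C. kluyveri). Input: 0.14 U/mL diaphorase, enzyme working solution. Detection: resorufin fluorescence, excitation 544 nm, emission 590 nm. Times: 16-min room-temperature incubation before reading.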
ROMK mod: ROMK potassium channel modulators, primary screen, cell-based, thallium flux, MLSMR library; B-score at 10 µM; Tet-inducible ROMK, thallium flux fluorescence; actives lie on both sides; ATP-sensitive inward rectifier potassium channel 1 (Homo sapiens), P48048; actives 2% (n = 130,000);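 active = signal ratio slope over the read window, or its plate-corrected B-score, at least 3 SD from the plate mean, either direction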;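 also: B-score of the F/F0 ratio slope over 7 to 12 s after thallium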
Target sequence (P48048 whole entry, looked up): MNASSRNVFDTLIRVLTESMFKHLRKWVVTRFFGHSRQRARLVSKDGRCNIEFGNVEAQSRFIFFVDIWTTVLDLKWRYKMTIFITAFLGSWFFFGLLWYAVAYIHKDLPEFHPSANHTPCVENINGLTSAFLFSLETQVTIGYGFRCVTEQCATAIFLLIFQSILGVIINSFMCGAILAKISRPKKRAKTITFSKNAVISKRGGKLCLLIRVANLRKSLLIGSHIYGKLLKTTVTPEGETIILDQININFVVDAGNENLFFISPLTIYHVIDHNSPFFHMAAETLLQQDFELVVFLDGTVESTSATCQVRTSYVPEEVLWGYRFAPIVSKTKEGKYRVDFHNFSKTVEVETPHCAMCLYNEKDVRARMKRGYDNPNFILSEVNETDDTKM
* hit, by the source's call; . = not tested or not shown. This is a random part of the collection; overall some 3.3% were active at least once.

SMILES	SRC2 TRFRET art	PPARg SRC2 recr	PPARg SRC-3 ag	PPARg SRC-1 ag	S1P3 antag	Diaphorase act	PMI act satM6P	PMI activator	G6PDH counter	Diaph inh CS	ROMK mod
CCN1CCN(c2nc3c(c(=O)[nH]c(=O)n3C)n2CCCSc2ncccn2)CC1	1431	-4	-8	3	-11	1	1	1.1	4	-5	.
COc1ccc(CCNC(=O)c2csc3c2CCCC3)cc1OC	1510	-7	-1	2	5	0.9	0.9	0.9	5	9	0.21
O=C1Nc2ccc(S(=O)(=O)N3CCCCCC3)c3cccc1c23	1745	7	-1	4	-13	0.6	0.8	0.8	3	38	.
COc1ccccc1NC(=O)/C(=C/c1cccc([N+](=O)[O-])c1)c1ccccc1	1554	-1	-4	8	8	1	0.9	0.8	-18	0	-0.0032
O=C(NCc1ccc(Cl)cc1)c1ccc2nc[nH]c2c1	1604	17	0	2	6	0.9	1	1	8	6	.
CCN1CCN(CCOc2cccc(Cl)c2Cl)CC1	1607	4	4	5	-8	1	1.1	1	12	2	-1
Cc1ccccc1N1C(=O)CC(N2CCC(C(N)=O)CC2)C1=O (stereo not given)	1325	14	4	4	-6	0.9	1	0.9	-3	8	.
COc1ccc(CNc2nc3c(c(=O)n(Cc4ccc(Br)cc4)c(=O)n3C)n2C)cc1	1403	-4	-9	1	0	0.9	1	0.9	7	8	-1.2
COc1ccccc1NC(NC(=O)c1ccco1)C(=O)c1ccccc1 (stereo not given)	1557	-11	-4	8	14	1	1	1.1	7	-4	-0.34
Cc1nn(C)cc1CN1CCCC(C(=O)c2ccc(-c3ccccc3)c(F)c2)C1 (stereo not given)	1794	-1	4	12	12	1	1	1	0	4	-0.86
Oc1c(/C=N/Nc2cccc3cccnc23)ccc2ccccc12	1452	8	1	0	-1	0.8	1.4	1.3	11	21	0.28
FC(F)(F)c1ccc(Sc2nnc(-c3cccs3)n2CC2CCCO2)nc1 (stereo not given)	1573	-1	0	5	17	0.9	0.9	1	-17	13	-1.1
N#C/C(=C\c1cn(CCOc2ccccc2)c2ccccc12)C(=O)NCc1cccs1	1499	-10	2	-1	-17	0.9	0.9	0.8	-13	15	0.16
CN(C)CCN(C(=O)/C=C/c1cccs1)c1nc2ccc(F)cc2s1	1431	5	1	12	-1	1	1	0.9	-18	-2	.
O=C1C2=C(NC(=S)NC2c2ccc(Cl)cc2)NC(c2ccc(Cl)cc2)N1c1ccc(Cl)cc1 (stereo not given)	1625	10	5	0	.	0.9	1	0.9	-2	9	.
CCN(CC)S(=O)(=O)c1cc(C(=O)OC)ccc1Cl	1560	0	-3	0	.	0.9	0.9	0.9	14	6	0.77
CCN(CC)c1ccc2cc(NC(=O)CCC(=O)O)c(=O)oc2c1	1547	4	1	-6	34	0.8	0.9	0.9	-5	16	.
COc1ccc(C2(CNC(=O)C(=O)Nc3ccc(C)cc3)CCOCC2)cc1	1596	-2	-1	8	-8	0.8	1	0.9	7	20	.
CCCCCSc1nnc(C)c(=O)[nH]1	1357	3	-8	1	20	0.9	1.1	1.1	5	12	.
CCCn1c(=O)c(-c2ccccc2)c(O)c2ccccc21	1597	6	18	6	24	0.9	1	1	4	9	.
Cc1ccc(NC(=O)c2ccc(C(C)(C)C)cc2)cc1[N+](=O)[O-]	1571	-7	-1	3	-1	1	1.1	1	4	4	0.9
CC(=O)c1ccc(N2CCN(Cc3nc(Cc4ccccc4)no3)CC2)cc1	1392	7	7	3	-5	1	0.9	1	-3	4	1.2
COc1cccc(NC(=O)CCC(=O)NCc2ccco2)c1	1439	7	-4	-2	.	1	1	1	-4	3	0.42
Cc1noc(C)c1S(=O)(=O)N1CCC(C(=O)N2CCC(C)CC2)CC1	1552	5	2	2	.	1	1	0.9	3	2	-0.074
O=C(O)c1cc(-c2cccs2)nn1-c1ccc(F)cc1	1541	0	6	-7	-15	1	1.2	1.3	3	3	1.4
O=C(NNS(=O)(=O)c1ccc2ccccc2c1)c1cc(-c2ccccn2)nc2ccccc12	1498	10	6	10	-14	0.9	1.1	1.1	-5	13	0.0059
COc1ccc(OCCOc2ccc(C)nc2[N+](=O)[O-])cc1	1531	9	5	5	-18	0.9	1	0.9	0	6	0.031
C/C(=N/OCc1ccc(Br)cc1)c1ccccn1	1453	-2	-1	-6	5	0.9	1	0.9	1	9	-0.01
CC(=O)c1c(C)[nH]c(C(=O)CN2C(=O)NC(C)(c3ccc(C)cc3)C2=O)c1C (stereo not given)	1617	-1	-1	1	6	1	1	1.1	5	0	0.52
Cc1ccc(CN2C(=O)C(C)(C)Oc3ccc(C(=O)N4CCCCC4)cc32)cc1	1432	4	-7	7	25	0.8	1	1	5	18	-2.2
CCC(C)NC(=O)CN(c1cc(C)ccc1OC)S(C)(=O)=O (stereo not given)	1517	-3	6	10	-11	0.9	1	0.9	-1	10	1.6
Cc1cccc2nc(-c3ccco3)c(Nc3ccccc3)n12	1782	1	-4	4	0	0.9	1.1	1.1	1	11	0.34
O=C(N/C(=C\c1ccccc1)C(=O)N1CCN(CCO)CC1)c1ccccc1	1389	-9	-2	-8	4	0.9	1	0.9	0	8	-0.22
N#CC(C#N)=C/C(C#N)=C(/N)N1CCN(c2ccc(Cl)cc2)CC1	1526	5	6	-5	.	0.8	0.8	0.8	3	18	0.61
CCCOc1ccc(C2=NNC(c3cccs3)=Nc3ccc(OC)cc32)cc1	1556	16	2	5	.	0.8	0.9	0.9	3	18	.
COC(=O)C1C(c2ccccc2)C(C(=O)N2CCOCC2)C1c1ccccc1 (stereo not given)	1545	0	-10	0	20	0.9	1	1	15	15	.
COc1ccc(NC2c3ncccc3C(=O)N2Cc2ccccc2)c(OC)c1 (stereo not given)	1641	-3	-2	3	-6	0.8	0.7	0.9	5	21	0.15
Nc1cccc2c1C(=O)N(C(=O)/C=C/c1ccc(F)cc1)C2=O	1683	4	3	10	-16	0.7	0.8	1	-2	26	-1.5
CCOc1ccccc1C(=O)N(C)Cc1cc2ccccc2[nH]c1=O	1440	3	-3	4	-18	0.9	0.9	0.9	2	12	.
CC(C)(C)c1cc(C(F)(F)F)n2ncc(-c3ccccc3)c2n1	1473	0	0	-4	-6	1	1	1	7	-5	0.036
O=C(c1cc2ccccc2oc1=O)N(Cc1cccs1)CC1CCCO1 (stereo not given)	1471	-5	0	0	0	1.1	1.1	1	4	-12	0.062
O=C(COC(=O)[C@H](Cc1c[nH]c2ccccc12)NC(=O)c1ccc(Cl)cc1)Nc1ccc2c(c1)OCO2	1594	12	12	7	.	0.7	0.8	0.8	1	27	-0.2
COC(=O)CN1C(=O)C(O)=C(C(C)=O)C1c1ccc([N+](=O)[O-])cc1 (stereo not given)	1444	4	3	0	.	1	1	1.1	5	5	0.43
Cc1nn(C)c(Oc2ccccc2)c1CCNC(=O)CC(C)C	1431	-4	-5	-8	3	1.2	1.1	1.1	9	-20	-1.5
CC(=O)NCCOc1ccc2oc3ccccc3c2c1	1563	9	12	3	11	0.8	1	0.9	0	15	.
CC(C)NC(=O)NC(=O)COC(=O)c1cccc(S(=O)(=O)N2CCCCC2)c1	1357	-1	-3	-2	-3	1.1	1.1	1	4	-7	-0.029
Oc1ccc(C=Nc2ccc3ncccc3c2)c(O)c1	1612	12	3	1	.	0.3	0.3	0.3	56*	68*	0.16
Cc1cccc(NC(=S)N2CCN(C(=O)C3CCCO3)CC2)c1 (stereo not given)	1581	1	2	-4	-14	0.9	1	1	6	5	-0.45
COc1ccccc1N1CCN(c2ncc(C(=O)N3CCN(c4cccc(Cl)c4)CC3)c3ccccc23)CC1	1677	1	0	3	-9	0.9	1.1	1.1	7	12	-0.064
CCOC(=O)C1(Cc2ccccc2C)CCCN(C(=O)c2ccccn2)C1 (stereo not given)	1664	-1	2	12	-5	0.9	1	1	3	8	-0.026
Remaining list, next part:
SMILES	SRC2 TRFRET art	PPARg SRC2 recr	PPARg SRC-3 ag	PPARg SRC-1 ag	S1P3 antag	Diaphorase act	PMI act satM6P	PMI activator	G6PDH counter	Diaph inh CS	ROMK mod
Cc1ccc(/C=C2\SC(=S)N(/N=C/c3cc([N+](=O)[O-])ccc3O)C2=O)o1	1425	-1	3	-5	-5	0.4	1.6	1.3	12	63*	1.5
CCCOc1ccc(Cc2c(COCC)[nH]c(=S)[nH]c2=O)cc1	1628	15	7	7	-4	0.9	1.1	0.9	8	13	0.99
CC(C)CC(=O)N1CCN(Cc2cccc(F)c2)CC1	1680	-2	8	2	-14	0.9	1	0.9	5	8	.
Clc1ccc(CSc2nnc(Cn3cnc4ccccc43)o2)cc1	1588	3	-3	0	-15	1.1	1	1	12	-8	-3.8
O=C(NN=C1CCC(c2ccccc2)CC1)c1ccccc1-n1cccc1 (stereo not given)	1534	3	2	-6	2	0.9	1.1	1	-9	6	.
O=C1Nc2ccccc2N(O)N1c1ccc(S(=O)(=O)Nc2ccccn2)cc1	1708	2	-1	-1	-12	0.9	1.1	1.2	-3	5	0.011

Nothing new here: an excerpt of the list.
SMILES	SRC2 TRFRET art	PPARg SRC2 recr	PPARg SRC-3 ag	PPARg SRC-1 ag	S1P3 antag	Diaphorase act	PMI act satM6P	PMI activator	G6PDH counter	Diaph inh CS	ROMK mod
CCOC(=O)C1(Cc2ccccc2C)CCCN(C(=O)c2ccccn2)C1 (stereo not given)	1664	-1	2	12	-5	0.9	1	1	3	8	-0.026
Cc1ccc(/C=C2\SC(=S)N(/N=C/c3cc([N+](=O)[O-])ccc3O)C2=O)o1	1425	-1	3	-5	-5	0.4	1.6	1.3	12	63*	1.5
CCCOc1ccc(Cc2c(COCC)[nH]c(=S)[nH]c2=O)cc1	1628	15	7	7	-4	0.9	1.1	0.9	8	13	0.99
CC(C)CC(=O)N1CCN(Cc2cccc(F)c2)CC1	1680	-2	8	2	-14	0.9	1	0.9	5	8	.
